JMJD2A Tudor inh: JMJD2A Tudor domain (human) inhibition; Potency, µM (series often up to 114 µM), for inactives: at the top dose activity change, negative = inhibition, hits mostly inhibitors; AID 504339; 390,000 compounds, 4.4% hits; O75164; AlphaScreen JMJD2A-Tudor / H3K4me3 peptide binding; further: potency means the concentration at half of the fitted maximal effect; on the % scale 0 is the no-effect control and ±100 the full control effect; nearly all actives have a fitted effect of over 50% in size
Target sequence (O75164 whole entry, looked up, the tested form may be a part): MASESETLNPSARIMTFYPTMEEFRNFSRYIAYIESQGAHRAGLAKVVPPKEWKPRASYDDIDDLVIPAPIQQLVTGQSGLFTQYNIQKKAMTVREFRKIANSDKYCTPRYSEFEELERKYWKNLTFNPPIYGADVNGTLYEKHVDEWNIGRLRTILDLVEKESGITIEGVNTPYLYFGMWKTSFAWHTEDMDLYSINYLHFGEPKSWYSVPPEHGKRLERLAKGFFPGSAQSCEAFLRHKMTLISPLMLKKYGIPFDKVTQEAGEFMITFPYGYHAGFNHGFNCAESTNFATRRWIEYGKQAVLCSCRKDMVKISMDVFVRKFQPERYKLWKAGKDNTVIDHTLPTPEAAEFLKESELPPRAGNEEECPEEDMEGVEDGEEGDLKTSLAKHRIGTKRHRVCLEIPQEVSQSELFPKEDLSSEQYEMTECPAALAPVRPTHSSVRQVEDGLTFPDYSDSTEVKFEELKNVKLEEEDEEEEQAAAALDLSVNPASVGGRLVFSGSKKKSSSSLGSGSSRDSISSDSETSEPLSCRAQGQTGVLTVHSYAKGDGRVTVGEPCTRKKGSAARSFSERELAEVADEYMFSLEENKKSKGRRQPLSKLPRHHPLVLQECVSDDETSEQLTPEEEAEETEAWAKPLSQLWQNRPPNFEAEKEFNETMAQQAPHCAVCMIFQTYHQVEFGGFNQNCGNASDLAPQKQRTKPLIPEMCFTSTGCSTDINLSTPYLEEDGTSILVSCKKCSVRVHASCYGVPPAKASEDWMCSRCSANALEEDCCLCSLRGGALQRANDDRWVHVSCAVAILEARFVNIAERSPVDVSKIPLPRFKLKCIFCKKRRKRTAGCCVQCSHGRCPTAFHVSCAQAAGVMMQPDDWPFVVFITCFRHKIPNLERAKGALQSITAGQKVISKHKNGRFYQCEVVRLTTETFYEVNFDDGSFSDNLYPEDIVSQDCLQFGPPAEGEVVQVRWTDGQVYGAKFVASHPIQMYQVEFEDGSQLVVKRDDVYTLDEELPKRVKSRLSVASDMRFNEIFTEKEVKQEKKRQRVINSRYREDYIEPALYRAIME
BAZ2B block: BAZ2B (human) inhibition; Q9UIF8; AlphaScreen BAZ2B-H3K14Ac peptide displacement; Potency, µM (series often up to 114 µM), without a hit: at the highest dose activity change, negative = inhibition, most hits filed as inhibitors; 360,000 compounds, 4.4% hits; AID 504333; further: potency means the concentration at half of the fitted maximal effect; on the % scale 0 is the no-effect control and ±100 the full control effect; nearly all actives have a fitted effect of over 60% in size
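BAZ2B (50 nM) with biotin-H3(5-23)K14Ac peptide (50 nM) in PBS pH 7.4, 0.01% Tween-20, preformed 30 min, then compound 30 min at room temperature; top concentration 110uM. AlphaScreen streptavidin donor/nickel chelate acceptor beads (10 ug/mL final), 20 min dark, signal read.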
HP1b chromo inh: blocks HP1-beta chromodomain binding to methylated histone tails; P83916; AlphaScreen HP1-beta / biotin-H3K9me3 peptide binding; Potency, µM (series often up to 114 µM), inactives show at the top dose activity change, negative = inhibition, usual class: inhibitors; 390,000 compounds, 0.56% hits; AID 540317; further: potency means the concentration at half of the fitted maximal effect; nearly all actives have a fitted effect of over 70% in size; inactives centre near 23
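Compound inhibition of the preformed complex between 50 nM HP1-beta and 50 nM biotinylated H3K9me3 peptide was read by AlphaScreen. Buffer was PBS pH 7.4 with 0.01% Tween-20. Incubations ran 30 min at room temperature, with 10 ug/mL donor/acceptor beads.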
PI4K2A inh: blocks human PI4K2A kinase activity; Q9BTU6; purified PI4K2A, ADP-Glo luminescence, 1 h; hits give low values; activity change, negative = inhibition, % at 76.9 µM; 420,000 compounds, 0.13% hits; AID 1346378; in the data active means activity change below about -50%; inconclusive means mostly about -30% to -49%;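 further: -100% = wells without enzyme as full effect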
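Compounds are screened against recombinant PI4K2A using PI as substrate and ATP, the latter dispensed at 300 microM. Reactions run one hour at ambient temperature before ADP-Glo detection; full inhibition defined by wells lacking enzyme.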
PGK inhibitor: blocks T. brucei phosphoglycerate kinase; AID 602233; 380,000 compounds, 0.043% hits; P07378; Potency, µM (titrated, usually from 57.5 µM), without a hit: at the top dose activity change, negative = inhibition, hits mostly inhibitors; PGK/GAPDH coupled, Kinase-Glo luminescence, 60 min; further: potency means the concentration at half of the fitted maximal effect; on the % scale 0 is the no-effect control and ±100 the full control effect; nearly all actives have a fitted effect of over 60% in size
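Recombinant glycosomal PGK reaction used 1,3-bisphosphoglycerate generated in-well by GAPDH (100nM final) in 100mM TEA pH 7.6, 5mM MgCl2, 0.01% Tween-20. After 60 minutes at room temperature, ATP was read by Kinase-Glo Plus luminescence end-point.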
GLS inh: glutaminase GLS (human) inhibition; GLS enzymatic activity, qHTS titration; Potency, µM (series often up to 45.5 µM), inactives show at the highest dose activity change, negative = inhibition, hits mostly inhibitors; 410,000 compounds, 0.21% hits; AID 624170; further: potency means the concentration at half of the fitted maximal effect; on the % scale 0 is the no-effect control and ±100 the full control effect
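Two-point fluorescence kinetic (t0, 30 min RT) for hKGA; glutamate detected via glutamate oxidase–HRP–Amplex Red. Substrate: 1 mM L-glutamine solution; buffer 45 mM KH2PO4, pH 8.2.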
Pin1 inh: human Pin1 inhibition; Pin1 FP peptide displacement, HiFluor488, 10 min; Q13526; 390,000 compounds, 0.009% hits; Potency, µM (highest dose often 115 µM), for inactives: at the highest dose activity, negative = inhibition, hits mostly inhibitors; active means well fitted inhibition curve with a large enough effect in the polarisation, with a control signal flat, not every such curve was filed as active; inconclusive means small, poorly fitted or top-dose-only effect, or effect the other way, or a change in a side signal; inactive means no such curve, though single readings can be large or run the other way; the % refers to the polarisation; further: potency means the concentration at half of the fitted maximal effect; on the % scale 0 is the no-effect control and ±100 the full control effect
G9a block: G9a (human) methyltransferase inhibition; G9a H3K9 monomethylation, AlphaScreen, 2 h; Potency, µM (doses to about 102 µM), inactives show top-dose activity, negative = inhibition, usual class: inhibitors; 350,000 compounds, 8.8% hits; AID 504332; further: potency means the concentration at half of the fitted maximal effect; on the % scale 0 is the no-effect control and ±100 the full control effect; nearly all actives have a fitted effect of over 75% in size
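Readings reflect AlphaScreen signal from monomethyl-H3K9 antibody detection. HMT at 20 nM; substrate b-H3K9 500 nM; cofactor SAM 20 uM; 2 h RT reaction; compounds tested as titrations in qHTS with 15 min preincubation.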
POLH inh: inhibitors of human DNA polymerase eta; AID 588591; Potency, µM (top dose mostly 114 µM), for inactives: at the highest dose activity change, negative = inhibition, actives largely listed as inhibitors; recombinant Pol eta, fluorescent DNA replication assay; 390,000 compounds, 1.2% hits; further: potency means the concentration at half of the fitted maximal effect; on the % scale 0 is the no-effect control and ±100 the full control effect
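Fluorescent replication assay: 50 nM final substrate added after a 15 min room-temperature compound preincubation with 10 nM enzyme. Signal taken at 0 min and again at 10 min.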
The depositor's hits bear a star; i = inactive; ? = inconclusive; . = not tested or not shown; [ ] = another dose, or the depositor's remark. Unless noted, the call rests on the fitted dose curve; in most records, active means well fitted curve in the direction sought with a large enough effect; inconclusive means small, poorly fitted or top-dose-only effect, or another doubt; inactive means no such curve, though single readings can be large; an effect the other way counts as inactive or inconclusive. This is a subset; the hit share may differ from the screen's.

SMILES	JMJD2A Tudor inh	BAZ2B block	HP1b chromo inh	PI4K2A inh	PGK inhibitor	GLS inh	Pin1 inh	G9a block	POLH inh
CC(=O)N1CC(C)Sc2ccc(S(=O)(=O)N3CCCCC3)cc21 (centres undefined)	-6%	?	64%[activator]	7	3%	6%	7%	5%	3%
Cc1ccc2nc(COc3cccc(NC(=O)c4cccc(Cl)c4)c3)cc(=O)n2c1	-13%	11%	19%[57 µM]	-1	-3%	-11%	?	16%[59 µM]	-12%
COc1cc(OC)c(N(C)C(=O)c2cn(C3CCCC3)c(=O)c3c2c2ccccc2n3C)cc1Cl	?	?	-1%	-1	-3%	-1%	13%	?	-23%
O=C1COc2ccc(S(=O)(=O)N3CCCCCC3)cc2N1	-20%	1%	34%	-2	-9%	1%	0%	1%	-17%
CC(OC(=O)c1cc[n+]([O-])cc1)C(=O)Nc1ccc(C(N)=O)cc1 (centres undefined)	-6%	3%	26%	-1	-10%	2%	-1%	?	4%
Cc1nnc(SCC(=O)NCc2ccco2)n1Cc1ccccc1	2%	5%	28%	2	-3%	-1%	2%	21%[12.7 µM]	-11%
COc1cccc(-n2c(-c3ccccc3F)nc3c(cnn3-c3ccc(C)cc3)c2=O)c1	?	.	4%	-8	1%	0%	30%	-42%[59 µM]	-10%
CCc1noc(C)c1C(=O)Nc1nc(-c2ccc(OC)cc2OC)cs1	-19%	-3%	21%	-2	i	0%	17%	-47%	-17%
CN(C)S(=O)(=O)c1cccc(NC(=O)c2cc(-c3cccs3)nn2-c2cccc(Cl)c2)c1	-28%	-9%	11%	-1	-5%	2%	49%[activator]	-18%[59 µM]	-7%
CC(=O)Nc1ccc(S(=O)(=O)Oc2ccc(/C=N/NC(=O)c3ccc(Cl)cc3)cc2)cc1	-1%	-23%	6%	-4	-4%	1%	7%	-6%[59 µM]	7%
COc1ccc2cc3cc(C(=O)NCc4ccco4)oc3nc2c1	?	?	-2%	-21	-5%	1%	?	?	16µM*
COc1ccc(Cc2nn3c(-c4cc(OC)c(OC)c(OC)c4)nnc3s2)cc1	79µM*	-7%	?	-24	4%	-4%	2%	?	-15%
N#C/C(=C/c1cc[nH]c1)C(N)=S	-22%	-33%	14%	-3	-1%	4%	-1%	?	-17%
Oc1ccc(C2Nc3cccc4cccc(c34)N2)c(O)c1	79µM*	?	18µM*	-3	-9%	33%[activator]	?	45µM*	?
CC(C)CCNC(=O)NC(=O)COc1c(F)c(F)cc(F)c1F	-7%	2%	23%	3	-3%	0%	-2%	0%	-11%
COc1ccccc1NS(=O)(=O)c1ccc(C)c(NS(=O)(=O)c2cc(NC(C)=O)ccc2OC)c1	-11%	.	48%[activator]	4	-13%	-1%	0%	.	-3%
COc1ccccc1-n1cnnc1SCC(=O)Nc1cccnc1Cl	-12%	-9%	25%	2	i	1%	1%	0%	-8%
Cc1nc(-c2ccc(Br)cc2)ccc1C(=O)O	3%	7%	35%	-8	-12%	-10%	4%	6%[59 µM]	-19%
Cc1cc(C(=O)N2CCN(c3ccc([N+](=O)[O-])cc3)CC2)co1	?	-33%	1%	1	-1%	11%	1%	18%	-3%
COc1cccc(-c2nc(CS(=O)(=O)CC(=O)NCc3ccccc3)c(C)o2)c1	-6%	10%	36%	3	i	2%	-4%	-10%	-15%
CS(=O)(=O)c1ccc(Cl)c(NC(=O)COC(=O)CNC(=O)c2ccccc2)c1	5%	-5%	47%[activator]	-2	5%	-5%	6%	4%	-20%
COC(=O)C1=C(C)N(Cc2ccccc2)C(=NCc2cccc(C(F)(F)F)c2)N[C@H]1c1cccc(C(F)(F)F)c1	-24%	-31%	24%	1	6%	1%	?	.	-21%
O=C(NCc1ccc2c(c1)OCO2)c1ccc(-c2ccc(Cl)cc2)o1	?	?	?	-6	.	2%	2%	?	0%
Cc1ccc(NS(=O)(=O)c2ccc3c(c2)n(C)c(=O)n3C)cc1	-7%	-23%	31%	8	-3%	-7%	1%	-12%[2.33 µM]	-2%
O=C(NC1CCCC1)c1cccc(Oc2ccccc2)c1	6%	6%	75%[activator]	3	i	-9%	-3%	4%	-21%
COc1ccc(C(=O)OCC(=O)NC2CCCC2)c(OC)c1OC	-4%	10%	56%[activator]	2	-2%	-19%	-4%	19%[2.33 µM]	-21%
CC(=O)Nc1cccc(OCCCNC(=O)c2cccc3ccccc23)c1	1%	-5%	31%	0	0%	-17%	0%	.	-11%
CC1CCN(S(=O)(=O)c2cccc(C(=O)Nc3ccccn3)c2)CC1	-19%	6%	20%	-7	-4%	-12%	1%	?	-1%
Cc1ccc(OCCNC(=O)c2ccco2)cc1C	-10%	-5%	48%[activator]	5	2%	16%	3%	-3%[12.7 µM]	-10%
N#CCCN(C(=O)COC(=O)CCc1c[nH]c2ccccc12)c1ccccc1	-26%	-3%	0%	-1	2%	10%	-2%	?	-5%
CCOC(=O)c1ccc(N2C(=O)C3C(C2=O)C(C(=O)c2ccc(Cl)cc2)N2CCCC32)cc1 (centres undefined)	-33%	50µM*	32%	-3	-6%	-1%	?	?	-7%
CCN1C(=O)c2cccc3c(N)ccc1c23	-30%	?	13%	?	3%	8%	-1%	40µM*	-7%
CCOc1cccc2sc(NC(=O)c3ccc(S(=O)(=O)N4CCCc5ccccc54)cc3)nc12	-5%	-2%	10%[57 µM]	1	-5%	-9%	23%	14%[59 µM]	-3%
C=CCS(=O)(=O)N1CCCC(N2CCN(c3ccccc3OC)CC2)C1 (centres undefined)	-2%	2%	17%	2	i	3%	-2%	11%	-11%
c1cncc(N=c2scc(-c3cccc4ccccc34)n2CCCn2ccnc2)c1	35µM*	10µM*	?	-5	-5%	13%	8%	?	-9%
Cc1cccc(N(C(=O)c2ccco2)C(C(=O)NC2CCCC2)c2ccco2)c1C (centres undefined)	-8%	-14%	15%	3	-4%	8%	6%	-29%	0%
Cc1c(C(=O)Nc2ccc(Cc3ccncc3)cc2)cccc1[N+](=O)[O-]	-35%	-4%	10%[57 µM]	8	-9%	65%[activator]	36%[activator]	7%[59 µM]	?
CCN(CC)S(=O)(=O)c1ccc(N2CCCC2)c(NS(=O)(=O)c2ccc(OC)cc2)c1	-21%	-7%	34%	0	i	0%	63%[activator]	35µM*	-10%
O=C(COC(=O)Cc1n[nH]c(=O)c2ccccc12)Nc1ccc(Cl)cn1	-17%	4%	31%	-4	-5%	1%	20%	?	-7%
CC(C)(C)NC(=O)CN1CCN(C(=O)CCl)CC1	-16%	-18%	57%[activator]	-1	-3%	-7%	-1%	?	-4%
COc1ccc(C2=NS(=O)(=O)N(C)C(C(=O)NCc3ccccn3)=C2)cc1	-11%	-12%	46%[activator]	-4	-2%	3%	6%	8%	-16%
C#CCOCCOCCOCCNc1nc(N2CCN(C(=O)CCCCCCCCCCNC(=O)[C@H](CCCCN)n3cc(CCCC(=O)O)nn3)CC2)nc(N2CCN(C(=O)CCCCCCCCCCNC(=O)[C@H](CCCN=C(N)N)n3cc(C[C@@H](C)CC)nn3)CC2)n1	56µM*	50µM*	-23%	-4	i	-18%	22%	8%[2.33 µM]	?
Cc1cc(OCc2cc(C(=O)NCc3cc(C(C)C)no3)no2)cc(C)c1Cl	-8%	-5%	30%	-8	i	11%	4%	.	-17%
COc1ccc2c(c1)c(=O)c(S(=O)(=O)c1ccc(Cl)cc1)cn2C	-3%	0%	51%[activator]	-4	-7%	0%	5%	-2%[59 µM]	-13%

Grouped by structure, the compounds so far containing four or more nitrogen atoms.
SMILES	JMJD2A Tudor inh	BAZ2B block	HP1b chromo inh	PI4K2A inh	PGK inhibitor	GLS inh	Pin1 inh	G9a block	POLH inh
Cc1nnc(SCC(=O)NCc2ccco2)n1Cc1ccccc1	2%	5%	28%	2	-3%	-1%	2%	21%[12.7 µM]	-11%
COc1cccc(-n2c(-c3ccccc3F)nc3c(cnn3-c3ccc(C)cc3)c2=O)c1	?	.	4%	-8	1%	0%	30%	-42%[59 µM]	-10%
CN(C)S(=O)(=O)c1cccc(NC(=O)c2cc(-c3cccs3)nn2-c2cccc(Cl)c2)c1	-28%	-9%	11%	-1	-5%	2%	49%[activator]	-18%[59 µM]	-7%
COc1ccc(Cc2nn3c(-c4cc(OC)c(OC)c(OC)c4)nnc3s2)cc1	79µM*	-7%	?	-24	4%	-4%	2%	?	-15%
COc1ccccc1-n1cnnc1SCC(=O)Nc1cccnc1Cl	-12%	-9%	25%	2	i	1%	1%	0%	-8%
c1cncc(N=c2scc(-c3cccc4ccccc34)n2CCCn2ccnc2)c1	35µM*	10µM*	?	-5	-5%	13%	8%	?	-9%
O=C(COC(=O)Cc1n[nH]c(=O)c2ccccc12)Nc1ccc(Cl)cn1	-17%	4%	31%	-4	-5%	1%	20%	?	-7%
COc1ccc(C2=NS(=O)(=O)N(C)C(C(=O)NCc3ccccn3)=C2)cc1	-11%	-12%	46%[activator]	-4	-2%	3%	6%	8%	-16%
C#CCOCCOCCOCCNc1nc(N2CCN(C(=O)CCCCCCCCCCNC(=O)[C@H](CCCCN)n3cc(CCCC(=O)O)nn3)CC2)nc(N2CCN(C(=O)CCCCCCCCCCNC(=O)[C@H](CCCN=C(N)N)n3cc(C[C@@H](C)CC)nn3)CC2)n1	56µM*	50µM*	-23%	-4	i	-18%	22%	8%[2.33 µM]	?

Compound activity: PubChem, National Center for Advancing Translational Sciences (NCATS)
